GLP1R inv ag: inverse agonists of human GLP-1 receptor | HEK293 GLP-1R CRE-luciferase, luminescence, 24 h; GLP-1R form is constitutively active | Potency, µM (top dose mostly 38.3 µM), without a hit: at the highest dose activity change, negative = inhibition, actives largely listed as inhibitors | hit rate 1.6% among 410,000 | AID 624417; note: potency is the fitted concentration of half-maximal effect; % is set by controls: 0 for no effect and ±100 for the full control effect; nearly all actives have a fitted effect of over 55% in size
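Inverse agonism was detected as reduced cAMP-driven luciferase luminescence after 24 h compound treatment. The cells were HEK293 clones expressing constitutively active human GLP-1R with the reporter. Reporter-only and GPR119 cell lines served as counterscreen controls.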
WRN helicase inh: blocks human WRN helicase; Q14191; WRN helicase unwinding, fluorescent forked duplex, kinetic; Potency, µM (series often up to 114 µM), for the others: top-dose activity change, negative = inhibition, actives largely listed as inhibitors; hit rate 0.46% among 360,000; note: potency is the fitted concentration of half-maximal effect; % is set by controls: 0 for no effect and ±100 for the full control effect; nearly all actives have a fitted effect of over 55% in size
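Kinetic fluorescence helicase assay: unwinding of a quenched forked DNA duplex (100 nM final) with 2 mM ATP final raises red fluorescence (525/598 nm). Compounds sat 15 min at room temperature with 20 nM WRN beforehand.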
GLP1R cytotox: cytotoxic in the GLP-1 receptor inverse agonist counter-screen. HEK293 cAMP-luciferase reporter cells, luminescence, 24 h. Potency, µM (top dose mostly 38.3 µM), without a hit: top-dose activity change, negative = inhibition, hits mostly inhibitors. hit rate 0.13% among 410,000;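 note: loss of luciferase light is scored as toxicity; potency is the fitted concentration of half-maximal effect; % is set by controls: 0 for no effect and ±100 for the full control effect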
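MLSMR compounds, 24 hr on cells at 37 deg C/5% CO2; luminescence after luciferase reagent (12 min RT). Inhibition counted as the undesired cytotoxic outcome.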
IL2 activator: activates IL-2 in a cell-based reporter assay | IL-2 activation reporter assay, cell-based qHTS; stimulated with anti-CD3/CD4/CD28 beads; in transgenic mouse T cells | activation, % (series mostly up to about 46 µM) | hit rate 0.065% among 360,000 | AID 652025; in the data active = activation above about 50%; inconclusive = mostly about 30% to 49%; note: 0% is about no effect
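Unstimulated transgenic mouse T cells preincubated 60 min with compound, then stimulated with anti-CD3/anti-CD4-coated beads plus anti-CD28 for 18 h at 37 degrees C. IL-2 response read as EGFP and DsRed fluorescence by plate cytometry.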
PLK1 PBD block: inhibitors of human PLK1 polo-box domain binding. Potency, µM, for the others: max response, negative = inhibition, usual class: inhibitors. AID 720504. hit rate 2.8% among 360,000. Plk1 PBD binding of FITC phosphopeptide, fluorescence polarization; note: potency is the fitted concentration of half-maximal effect; series mostly up to about 57 µM; % is set by controls: 0 for no effect and ±100 for the full control effect; nearly all actives have a fitted effect of over 65% in size
Target sequence (P53350 whole entry, looked up, the tested form may be a part): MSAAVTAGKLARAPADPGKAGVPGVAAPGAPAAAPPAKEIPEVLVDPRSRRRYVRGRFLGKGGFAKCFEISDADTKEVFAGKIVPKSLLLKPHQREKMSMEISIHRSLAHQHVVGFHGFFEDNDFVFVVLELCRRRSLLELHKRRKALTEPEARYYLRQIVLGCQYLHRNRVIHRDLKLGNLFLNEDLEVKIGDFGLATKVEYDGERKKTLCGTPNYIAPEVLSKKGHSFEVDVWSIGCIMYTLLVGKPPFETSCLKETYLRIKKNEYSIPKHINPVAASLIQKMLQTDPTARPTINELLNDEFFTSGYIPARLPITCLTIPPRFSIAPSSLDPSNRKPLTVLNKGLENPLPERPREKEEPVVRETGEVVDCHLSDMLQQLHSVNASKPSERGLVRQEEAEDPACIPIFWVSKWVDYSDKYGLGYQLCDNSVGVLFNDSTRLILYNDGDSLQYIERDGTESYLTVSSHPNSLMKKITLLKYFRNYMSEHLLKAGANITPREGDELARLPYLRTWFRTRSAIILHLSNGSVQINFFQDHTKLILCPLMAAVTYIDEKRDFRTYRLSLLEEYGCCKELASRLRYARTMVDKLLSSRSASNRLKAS
GLP1R ag: activates the human GLP-1 receptor | Potency, µM (titrated, usually from 45.6 µM), for the others: at the highest dose activation, usual class: activators | hit rate 0.007% among 380,000 | HEK293 GLP-1R CRE-luciferase, luminescence, 4-6 h; cells express a hypersensitive GLP-1R form; note: potency is the fitted concentration of half-maximal effect; % of control where 0% means no effect
DRD3 agonist: D3 dopamine receptor (human) agonism. hit rate 0.58% among 410,000. AID 652048. max activation, %. D3R DiscoveRx beta-arrestin cells, luminescence, 90 min. P35462; in the data active = max activation above about 30%; note: 0% is about no effect; mostly tested at two doses, the higher about 12 µM
Target sequence (P35462 whole entry, looked up): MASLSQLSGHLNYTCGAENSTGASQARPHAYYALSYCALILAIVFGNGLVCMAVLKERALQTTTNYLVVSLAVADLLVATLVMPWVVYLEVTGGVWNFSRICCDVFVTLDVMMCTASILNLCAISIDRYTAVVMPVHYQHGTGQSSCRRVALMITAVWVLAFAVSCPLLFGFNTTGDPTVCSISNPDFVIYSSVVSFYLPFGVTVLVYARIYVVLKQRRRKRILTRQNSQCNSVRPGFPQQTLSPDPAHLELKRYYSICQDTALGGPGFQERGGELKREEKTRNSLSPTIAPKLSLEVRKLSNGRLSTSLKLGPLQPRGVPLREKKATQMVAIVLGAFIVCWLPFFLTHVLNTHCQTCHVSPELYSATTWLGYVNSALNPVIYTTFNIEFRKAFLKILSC
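Cells at 1500/well, incubated overnight, then treated with pinned compounds (dopamine as control) for 90 min at 37 degrees C. DiscoveRx reagent added for 30 - 60 minutes at room temperature; luminescence read.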
PI5P4K alpha inh: inhibitors of human PI5P4K alpha. P48426. PI5P4Kalpha enzyme, ADP-Glo luminescence, 60 min; active compounds read low. max response, %. hit rate 1.2% among 330,000. AID 652105; active = max response of -50% or lower; inconclusive = between -30% and -50%; inactive = -30% or higher; note: value at the top dose of about 77 µM; % is set by controls: 0 for no effect and ±100 for the full control effect
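Compounds were pin-transferred onto PI5P4Kalpha and substrate in HEPES pH 7.4 buffer with EGTA, CHAPS and 5% DMSO. ATP (5 microM final) started the reaction, which ran 60 minutes at room temperature before ADP-Glo detection.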
D3 antag: D3 dopamine receptor (human) antagonism; P35462; D3R cells, DiscoveRx beta-arrestin luminescence, antagonist mode; active compounds read low; max response, negative = inhibition, %; hit rate 2.5% among 360,000; AID 652054; in the data active = max response below about -50%; inconclusive = no clear call, values can overlap the other calls; note: % is set by controls: 0 for no effect and ±100 for the full control effect; mostly tested at two doses, the higher about 12 µM
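Cells expressing the human receptor were seeded at 1500 cells/well, incubated overnight at 37 degrees C in 5% CO2, then exposed to library compounds with dopamine controls for 90 minutes at 37 degrees C before luminescent detection.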
Numbers without * were called inactive; ? = inconclusive; nt = no result given; & = joins results of further samples; [ ] = another dose, or the depositor's remark. Unless noted, calls come from the whole dose curve; as a rule, active = well fitted curve in the direction sought with a large enough effect; inconclusive = small, poorly fitted or top-dose-only effect, or another doubt; inactive = no such curve, though single readings can be large; an effect the other way counts as inactive or inconclusive.

SMILES | GLP1R inv ag | WRN helicase inh | GLP1R cytotox | IL2 activator | PLK1 PBD block | GLP1R ag | DRD3 agonist | PI5P4K alpha inh | D3 antag
CCOC(=O)C1CCCN(C(=O)c2cc3c(OC)c(OC)c(OC)cc3[nH]2)C1 (stereo not given) | 8% | 1% | -8% | -2.1 | -9% | 1% | -1 | 1 | -11
CCc1ccc(NC(=O)CNS(=O)(=O)c2c(C)noc2C)cc1 | ? | -19% | 7% | -1.5 | -5% | 6% | -1 | 13 | 19
COc1ccc2oc(C(=O)Nc3nc4ccc(S(C)(=O)=O)cc4s3)c(C)c2c1 | 21% | -14% | -1% | -0.9 | -1% | 7% | 2 | -3 | 18
CCOC(=O)c1cc(-c2ccccc2C)n(CC2CC(c3cccc([N+](=O)[O-])c3)=NO2)n1 (stereo not given) | 2% | 1% | -10% | -2.4 | -11% | 14% | -5 | 15 | -26
Cc1ccccc1C(=O)Nc1nnc(CC(=O)N/N=C/c2cn(Cc3ccccc3)c3ccccc23)s1 | ? | 7% | -14% | -1.9 | ? | -1% | -10 | ? | -2
O=C(CCN1C(=O)/C(=C/c2ccccc2Cl)SC1=S)NC1C=CS(=O)(=O)C1 (stereo not given) | 10% | -7% | -21% | 1.0 | 0% | -1% | 5 | 0 | 7
O=C(CCn1c(=O)[nH]c2ccsc2c1=O)Nc1ccc(F)c(F)c1 | 7% | 5% | -5% | -0.1 | -2% | -7% | 1 | -5 | 6
CCOc1ccc(-c2nonc2NC(=O)c2ccco2)cc1OCC | 23%&15% | -4% | 0%&-1% | -1.5 | -13% | 10% | -5&-5 | 0 | 17
CC1=C(C(N)=O)C(c2cccc(O)c2)n2nc(CCCO)nc2N1 (stereo not given) | -5% | -13% | 1% | -0.3 | -12% | -2% | 0 | -2 | 36
Cc1ccc(CNC(=O)c2ccc(S(=O)(=O)N3CCCCCC3)cc2)cc1 | -3% | 5% | -1% | -2.2 | 2% | 2% | -1 | 2 | 9
COc1ccc(N2CCN(CC(=O)Nc3ccccc3SC)CC2)cc1 | ? | -8% | -3% | -2.6 | -5% | ? | -9 | 8 | 13
COc1cc(/C=N/NC(=O)CCn2cnc(-c3ccccc3)c2-c2ccccc2)ccc1O | -17% | -11% | -4% | -0.5 | 2% | ? | -2 | 0 | -3
O=[N+]([O-])c1ccccc1S(=O)(=O)Nc1ccc(S(=O)(=O)N2CCOCC2)cc1 | -4% | 7% | -2% | -0.2 | -8% | 6% | -6 | -2 | -7
CCN(Cc1ccccc1)C(=O)c1cc2cc(OC)c(OC)cc2[nH]1 | 26% | 2% | 5% | -1.4 | 4% | 7% | 5 | 2 | -18
Cc1cc(NC(=O)C2CC2)ccc1NC(=O)c1cccs1 | 8% | 18%[57.1 µM] | -5% | -0.3 | -13% | 7% | 1 | 0 | -18
CCC1=C/C(=C/N(C)c2ccccc2)C(=O)S1 | 0% | -10% | -3% | 0.1 | ? | 1% | -10 | nt | -2
O=C(NCC1COc2ccccc2O1)c1ccc(Cl)c(S(=O)(=O)N2CCOCC2)c1 (stereo not given) | ? | -10% | 7% | 1.0 | 1% | 4% | -10 | -18 | -12
COc1ccccc1N1CCN(/N=C(\C)c2ccc(O)cc2)CC1 | -18% | -4% | -11% | 0.4 | 3% | -2% | -7 | 0 | 10
Cc1ccc2[nH]c(-c3ccccc3)c(CN(C)C)c(=O)c2c1 | 4% | 0% | -7% | -0.1 | -2% | -2% | -7 | nt | -5
COc1ccc(Cn2c(=O)c3[nH]cnc3n(-c3ccccc3C)c2=O)cc1 | 26% | -16% | -12% | -0.3 | 1% | 31% | 24 | -2 | 5
COc1ccc(N2CCN(C(=O)CCCn3c(=O)[nH]c4ccsc4c3=O)CC2)cc1 | -5% | 0% | -17% | -2.5 | 0% | 1% | 7 | 3 | 4
Nc1ccc(C#Cc2ccc3oc4ccccc4c(=O)c3c2)cc1 | 8% | -7% | 2% | 0.0 | -1% | 12% | 59* | 28 | 169
CCS(=O)(=O)Nc1ccc(C2=NN(C(=O)c3ccco3)C(c3cccc(F)c3)C2)cc1 (stereo not given) | 13% | 2% | -15% | -2.1 | -3% | 4% | 2 | -29 | 24
CCN(CC)S(=O)(=O)c1ccc2nc(NC(=O)c3cccs3)sc2c1 | ? | -1% | -15% | 2.0 | -21% | -6% | -7 | -25 | -56*
Cc1cc(N2CCN(S(=O)(=O)c3ccc4ccccc4c3)CC2)n2ncnc2n1 | 70%[activator][7.66 µM] | 6% | -6%[7.66 µM] | 0.1 | -5% | 2% | -6 | -10 | -14
COc1cc(NS(=O)(=O)c2ccc(NC(=O)NC3CCCCC3)cc2)nc(OC)n1 | 0% | -5% | -2% | -0.4 | -5% | -7% | -14 | nt | 15
COc1ccccc1-c1cn(CC[C@H]2CC[C@@H](NS(=O)(=O)c3ccccc3C)[C@@H](CO)O2)nn1 | 2% | -4% | 3% | -0.6 | -16% | nt | 7 | 4 | -16
CN(CC(=O)N1CCN(c2ccccc2)CC1)S(=O)(=O)c1cnc[nH]1 | 1% | -4% | 7% | -0.3 | -2% | -7% | 6 | -3 | -15
CCOC(=O)C1(CCc2ccccc2)CCN(C(=O)[C@@H]2C[C@@H](C)NC(=S)N2)CC1 | ? | -8% | -2% | -2.4 | -11% | 5% | -9 | 0 | 22
CC1CC(C)CN(C(=O)Cn2c(=O)n(CCCCC(=O)NCc3ccco3)c(=O)c3ccccc32)C1 (stereo not given) | ? | -3% | -14% | 1.0 | -4% | 1% | 1 | 12 | 23
O=C(CCCC(=O)N(CC(=O)NC1CCCC1)Cc1ccc2c(c1)OCO2)Nc1ccccn1 | 18% | 5% | 2% | 0.1 | 4% | 0% | 3 | -3 | -2
COc1cccc(CN(C)C(=O)C23CC4CC(CC(C4)C2)C3)c1 | ? | -26% | 11% | 1.1 | -6% | 19% | -2 | 17 | 0
CCCN(CCC)S(=O)(=O)c1ccc(C(=O)Nc2nc3c(s2)CCc2ccccc2-3)cc1 | 11% | 0% | 1% | 0.8 | 0% | -2% | 2 | -4 | 0
O=C(CC1SC(N2CCOCC2)=NC1=O)Nc1cccc(C(F)(F)F)c1 (stereo not given) | -10% | 2% | -12% | -1.5 | 2% | -5% | -13 | -1 | -29
COC/C=C/C1=CC2=CC(=O)C(C)(OC(=O)c3cnc4ccccc4n3)C(=O)C2=CN1Cc1ccco1 (stereo not given) | 16% | -7%[11.6 µM] | ? | -2.8 | -28% | -3% | 7 | -4 | -5
COc1cc(/C=N/NC(=O)C(NC(=O)c2ccccc2)c2n[nH]c(=O)c3ccccc23)ccc1OCC(N)=O (stereo not given) | 30% | -5%[57.1 µM] | -3% | -0.9 | -4% | 0% | 2 | 7 | 1
CCOc1cc2c(Cl)ncnc2c(OCC)c1OCC | 2% | 10% | -6% | 0.3 | -5% | 3% | -7 | -16 | -18
COC(=O)N(C)C[C@@H]1OCc2cn(nn2)CCCC(=O)N([C@H](C)CO)C[C@H]1C | 24% | -10% | 0% | 0.2 | -10% | 0% | 6 | 3 | 29
COc1ccccc1C(=O)NN1C(=O)C2C3C=CC(O3)C2C1=O (stereo not given) | 7% | -1% | -2% | -0.2 | -2% | -9% | 0 | -9 | -25
O=C(Nc1nc2c(ccc3ccccc32)s1)c1ccco1 | ? | -16% | 0% | -1.0 | -7% | 6% | -5 | 2 | -17
O=C(NCCNC(=O)c1ccc(Br)o1)c1cccnc1 | 2% | -10% | 3% | -0.2 | -2% | -3% | 0 | 1 | 15
CCN(CC)c1ccc(C(=S)NCc2ccccc2)cc1 | 0% | -6% | 2% | 0.0 | ? | 22% | 3 | 1 | 6
CC(C)(C)S(=O)N1Cc2cc(C(=O)NCC(F)(F)F)nc(-c3cccc(-c4cccc(F)c4)c3)c2[C@H]1CCO (stereo not given in full) | -19% | -9% | -5% | -0.6 | -3% | -3% | 11 | -2 | 34
CC(=O)NC12CC3CC(C1)CC(C(=O)N1CCN(S(=O)(=O)c4cccc(F)c4)CC1)(C3)C2 | -7% | -13% | -23% | -1.1 | 0% | 0% | -2 | -6 | -7
Cc1cc2c(Nc3ccc(C(=O)O)cc3)ncnc2s1 | 17% | -7% | 6% | 0.8 | -10% | -1% | 6 | -1 | 1
Nc1c(C(=O)c2cccs2)oc2ccccc12 | 4% | -13% | 22% | -0.9 | -1% | ? | 5 | nt | -8
N=C(N)SCc1ccccn1 | 0% | -16% | ? | -7.2 | -13% | 2% | -4 | ? | -11
CS(=O)(=O)c1ccc(NCCc2ccc(S(N)(=O)=O)cc2)c([N+](=O)[O-])c1 | 19% | -1% | -25% | -0.8 | 3% | 11% | 6 | -1 | 10
O=C(NC1CCN(C(=O)NCc2ccccc2)CC1)c1ccc(F)cc1 | -6% | 12% | 9% | 0.1 | -5% | 9% | -3 | -5 | 1
O=C(Nc1ccc2c(c1)OCO2)C1CCN(C(=O)c2ccc(Cl)cc2)CC1 | ? | -2% | -11% | 0.0 | -1% | -2% | -5 | -3 | -10
CC(C)Oc1ccc(/C=N/NC(=O)c2nnn(-c3nonc3N)c2CN(C)C2CCCCC2)cc1 | 0% | 4% | -10% | -1.2 | -2% | 0% | 2 | -2 | 0
CCN(CC(=O)Nc1ccc(C)c(F)c1)CC(=O)NC(C)(C)C | 1% | -2% | -2% | -0.3 | 2% | 14% | 4 | -1 | 3
Cc1c(C#N)c(N=CN(C)C)c(C(=O)c2ccc(Br)cc2)n1-c1ccccc1 | -20% | -2% | -7% | 3.6 | -4% | 0% | 5 | nt | -22

Of the compounds above, 2 have a tert-butyl group.
SMILES | GLP1R inv ag | WRN helicase inh | GLP1R cytotox | IL2 activator | PLK1 PBD block | GLP1R ag | DRD3 agonist | PI5P4K alpha inh | D3 antag
CC(C)(C)S(=O)N1Cc2cc(C(=O)NCC(F)(F)F)nc(-c3cccc(-c4cccc(F)c4)c3)c2[C@H]1CCO (stereo not given in full) | -19% | -9% | -5% | -0.6 | -3% | -3% | 11 | -2 | 34
CCN(CC(=O)Nc1ccc(C)c(F)c1)CC(=O)NC(C)(C)C | 1% | -2% | -2% | -0.3 | 2% | 14% | 4 | -1 | 3

Source: PubChem BioAssay
